Abeta rescue: compounds reversing amyloid beta toxicity in yeast | yeast expressing A-beta42, growth rescue, OD600, 48 h; response scale: 0% DMSO, 100% iron-clioquinol control | Potency, µM (titrated, usually from 46.1 µM), for the others: at the highest dose growth rescue, hits mostly activators | 0.063% of 410,000 active; note: potency is the fitted concentration of half-maximal effect; nearly all actives have a fitted effect of over 55% in size
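Growth rescue measured by 600 nm absorbance after 48 h yeast culture at 30 C with compound. Values normalized between DMSO and an equimolar ferric chloride plus clioquinol control.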
IL-2 act: activators of IL-2; IL-2 activation reporter assay, cell-based qHTS; stimulated with anti-CD3/CD4/CD28 beads; in transgenic mouse T cells; activation, % (series mostly up to about 46 µM); 0.065% of 360,000 active; AID 652025; in the data active = activation above about 50%; inconclusive = mostly about 30% to 49%; note: 0% is about no effect
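EGFP and DsRed fluorescence is measured by plate cytometry in unstimulated transgenic mouse T cells exposed to compound for 60 minutes, then stimulated 18 hours at 37 degrees C with anti-CD3/anti-CD4 beads plus anti-CD28.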
PLK1 PBD inh: blocks phosphopeptide binding to human PLK1 polo-box domain | 2.8% of 360,000 active | P53350 | Plk1 PBD binding of FITC phosphopeptide, fluorescence polarization | AID 720504 | Potency, µM, for inactives: max response, negative = inhibition, usual class: inhibitors; note: potency is the fitted concentration of half-maximal effect; series mostly up to about 57 µM; % is set by controls: 0 for no effect and ±100 for the full control effect; nearly all actives have a fitted effect of over 65% in size
Target sequence (P53350 whole entry, looked up, the tested form may be a part): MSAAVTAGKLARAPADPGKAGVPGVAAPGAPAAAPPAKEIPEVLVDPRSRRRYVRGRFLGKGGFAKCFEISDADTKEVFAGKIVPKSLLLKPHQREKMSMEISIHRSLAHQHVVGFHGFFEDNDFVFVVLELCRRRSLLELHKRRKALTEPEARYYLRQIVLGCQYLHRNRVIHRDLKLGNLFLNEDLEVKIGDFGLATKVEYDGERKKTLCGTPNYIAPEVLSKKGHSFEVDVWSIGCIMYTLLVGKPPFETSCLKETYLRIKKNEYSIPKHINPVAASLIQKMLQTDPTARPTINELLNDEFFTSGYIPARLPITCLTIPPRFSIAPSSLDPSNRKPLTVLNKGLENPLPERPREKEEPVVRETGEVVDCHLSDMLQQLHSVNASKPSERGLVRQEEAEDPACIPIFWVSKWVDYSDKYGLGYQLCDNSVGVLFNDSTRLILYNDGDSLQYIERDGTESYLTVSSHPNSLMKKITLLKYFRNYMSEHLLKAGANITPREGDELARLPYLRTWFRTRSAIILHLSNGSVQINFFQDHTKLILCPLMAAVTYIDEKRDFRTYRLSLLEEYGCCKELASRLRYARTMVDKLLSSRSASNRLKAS
aSyn yeast inh: rescues yeast growth from alpha-synuclein toxicity; Yeast expressing alpha-synuclein, growth rescue, BacTiter-Glo, 24 h; Potency, µM (titrated, usually from 46.1 µM), inactives show top-dose growth rescue (activation), usual class: activators; 0.14% of 370,000 active; AID 652106; note: potency is the fitted concentration of half-maximal effect; % of control where 0% means no effect; nearly all actives have a fitted effect of over 65% in size
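Rescue of yeast growth: cells expressing toxic alpha-synuclein, induced in galactose at OD600 0.02, incubated with compound 24 h at 30 C. ATP luminescence quantified growth; inhibitors of toxicity appear as activators.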
FUS suppressor: rescues growth of FUS-expressing yeast; S. cerevisiae FUS-expressing, growth rescue, OD600, 24 h; Potency, µM (titrated, usually from 76.6 µM), inactives show at the top dose growth rescue (activation), most hits filed as activators; 0.24% of 390,000 active; AID 1347120;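 note: potency is the fitted concentration of half-maximal effect; plate controls were DMSO vehicle for no effect and reference control for full effect; nearly all actives have a fitted effect of over 55% in size; some results filed as inactive show a strong effect at the top dose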
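Steps: raffinose overnight preculture; dilution to OD 0.005 in 2% galactose minimal medium; compound addition (concentration series); 24hr at 30C, 99% humidity; absorbance read at 600 nm.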
EPAC1 ag: EPAC1 (human) agonism. Potency, µM (top dose mostly 154 µM), inactives show top-dose activation, actives largely listed as activators. EPAC1 agonist qHTS, biochemical assay; response scale: 100% = response to 6.5 mM cAMP. AID 720707. 0.073% of 360,000 active; note: potency is the fitted concentration of half-maximal effect; nearly all actives have a fitted effect of over 60% in size
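EPAC1 100 nM, Rap1B–BODIPY-GDP 250 nM, unlabeled GDP 50 uM; compound titration; 5 min RT; kinetic read ex480/em540 at 5-min intervals ×30 min; data normalized to 6.5 mM cAMP agonist control.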
PI5P4K alpha inh: blocks human PI5P4K alpha kinase activity | P48426 | PI5P4Kalpha enzyme, ADP-Glo luminescence, 60 min; active compounds read low | max response, % | 1.2% of 330,000 active; active = max response of -50% or lower; inconclusive = between -30% and -50%; inactive = -30% or higher; note: value at the top dose of about 77 µM; % is set by controls: 0 for no effect and ±100 for the full control effect
Target sequence (P48426 whole entry, looked up): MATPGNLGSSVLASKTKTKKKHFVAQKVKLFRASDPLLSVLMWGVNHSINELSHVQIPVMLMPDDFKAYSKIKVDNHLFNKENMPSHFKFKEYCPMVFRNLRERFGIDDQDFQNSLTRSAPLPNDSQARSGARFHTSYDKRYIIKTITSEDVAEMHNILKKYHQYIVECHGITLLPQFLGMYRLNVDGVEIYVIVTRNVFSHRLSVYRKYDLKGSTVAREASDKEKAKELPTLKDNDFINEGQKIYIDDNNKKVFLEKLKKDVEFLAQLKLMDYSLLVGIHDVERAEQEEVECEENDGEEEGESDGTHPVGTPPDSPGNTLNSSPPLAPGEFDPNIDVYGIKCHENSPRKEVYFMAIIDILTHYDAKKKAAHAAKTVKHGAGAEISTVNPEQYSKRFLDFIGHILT
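ADP-Glo luminescence end-point read after a 60 min room-temperature kinase reaction of PI5P4Kalpha plus substrate, initiated with ATP at 5 microM final. Buffer: 0.038 M HEPES pH 7.4, EGTA, 0.1% CHAPS, 5% DMSO.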
WRN inhibitor: blocks human WRN helicase. 0.46% of 360,000 active. Q14191. AID 651768. WRN helicase unwinding, fluorescent forked duplex, kinetic. Potency, µM (top dose mostly 114 µM), for the others: top-dose activity change, negative = inhibition, most hits filed as inhibitors; note: potency is the fitted concentration of half-maximal effect; % is set by controls: 0 for no effect and ±100 for the full control effect; nearly all actives have a fitted effect of over 55% in size
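WRN at 20 nM final preincubated with compound 15 min at room temperature; reaction started with 100 nM fluorophore/quencher forked duplex oligonucleotide and 2 mM ATP final. Unwinding followed kinetically by red fluorescence (ex 525, em 598 nm).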
EPAC1 antag: EPAC1 (human) antagonism; O95398; EPAC1 GEF assay, Rap1b-BODIPY-GDP exchange fluorescence; Potency, µM (series often up to 115 µM), inactives show top-dose activity change, negative = inhibition, hits mostly inhibitors; 0.14% of 360,000 active; AID 720709;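 note: potency is the fitted concentration of half-maximal effect; plate controls were vehicle for no effect and positive control for full effect; nearly all actives have a fitted effect of over 50% in size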
* = called active by the depositor; u = inconclusive; x = not tested or not shown; & = joins results of further samples; [ ] = remark or other dose. Unless noted, calls come from the whole dose curve; as a rule, active = well fitted curve in the direction sought with a large enough effect; inconclusive = small, poorly fitted or top-dose-only effect, or another doubt; inactive = no such curve, though single readings can be large; an effect the other way counts as inactive or inconclusive.

Order of results: Abeta rescue, IL-2 act, PLK1 PBD inh, aSyn yeast inh, FUS suppressor, EPAC1 ag, PI5P4K alpha inh, WRN inhibitor, EPAC1 antag
- CCOc1ccc(C(C(=O)NCC2CCCO2)N(C(=O)c2snc(C(N)=O)c2N)c2ccc3c(c2)OCCO3)cc1 (stereo not given)
  10%, -0.8, -5%, 7%, u, 1%, 6, 1%, -5%
- O=c1c(Cc2c(F)cccc2Cl)c(O)ccn1C1CCCCCC1
  4%, -0.8, -8%, -2%, -27%, -3%, 0, -4%, -2%
- Cc1ccc(S(=O)(=O)NCC(=O)N2CCN(c3ccccn3)CC2)cc1
  6%, -1.0, 2%, 1%, 7%, 3%, x, 4%, 12%
- CN(Cc1ccccc1)C(=O)c1csc([C@@H]2O[C@H](CO)[C@H](O)[C@H](O)[C@H]2O)n1
  -5%, -0.6, 4%, 2%, -20%, -7%, 0, 3%[57.1 µM], -5%
- O=C(Cc1ccc(Cl)cc1)Nc1ccc(Br)cc1
  -9%, 0.0, -15%, -8%, 3%, -3%, 8, 0%, -9%
- Cn1c(NC(=O)c2ccc(S(=O)(=O)N3CCCCC3)cc2)cc(=O)n(C)c1=O
  -1%, -0.5, -8%, -4%, x, -13%, 3, -4%, 5%
- N#CCN=C(c1ccccc1)c1ccccc1
  8%, 1.9, -5%, -10%, -19%, 1%, -1, -1%, -3%
- COC(=O)c1ccc(C(=O)OC)c(NC2=NS(=O)(=O)c3ccccc32)c1
  -5%, -2.6, -5%, -13%, 24%, 0%, x, 8%, 0%
- COc1ccc(CCNC(=O)COc2nncc3ccccc23)cc1
  -9%, -0.9, 0%, -1%, -13%, 3%, 11, 2%, -2%
- O=C(O)c1cccc2c1C(=O)N(Cc1ccccc1)C2
  37%, -1.0, 2%, 0%, 2%, 4%, -5, -21%, -10%
- O=C(O)c1cccc(S(=O)(=O)N2CCN(C(c3ccccc3)c3ccccc3)CC2)c1
  8%, 0.7, -9%, 9%, 14%, -6%, 0, 4%, -2%
- Cc1ccc(O)c(N/C=C/C(=O)c2ccc(F)cc2)c1
  5%, -1.6, 15%, 9%, 10%, 1%, 8, -9%, -1%
- CCc1nnc(NC(=O)CCC(=O)NCc2ccc(C)cc2)s1
  9%, -1.7, -18%, -3%, -5%, 1%, 4, 6%, -33%
- CCN(CC)C(=S)Nc1c(C)n(C)n(-c2ccccc2)c1=O
  -4%, -0.4, 1%, 5%, -51%, -6%, -1, 2%, 11%
- CC1=C/C(=N\NC(=S)NCc2ccccc2)CC1
  u, -0.8, 4%, -2%, -10%, 4%, 3, 9%, -14%
- O=C(COC(=O)/C=C/c1ccccc1Cl)Nc1cccnc1Cl
  -8%, 1.0, -3%, 2%, -18%, 3%, 0, 2%, -26%
- CSCC[C@H](N)C(=O)N1CCC(C(=O)N[C@@H](Cc2c[nH]c3ccccc23)C(=O)O)CC1
  -2%, -2.3, 9%, 5%, -23%, 8%, -5, 4%, 21%
- Cc1cc(NC(=O)CSCC(=O)OCC(=O)c2cccc(Br)c2)no1
  -1%, 0.3, -23%, 1%, 20%, 5%, -62*, -19%, u
- CCOC(=O)NC(=O)c1cn(CCN(C)C)c(=O)[nH]c1=O
  -16%, 0.4, -7%, -6%, -7%, 4%, -8, 9%, -7%
- CC1=C(C)CC2(SC1)C(=O)N(c1ccccc1)N=C2N (stereo not given)
  -7%, -3.8, 0%, 8%, 16%, 0%, 7, 5%, 2%
- O=C(COC(=O)C1CCN(S(=O)(=O)c2cccs2)CC1)Nc1ccccc1
  10%, 0.7, -1%, 10%, 5%, 5%, -1, 2%, 16%
- O=C(c1ccc(NS(=O)(=O)c2ccc3[nH]c(=O)[nH]c3c2)cc1)N1CCN(c2ccccc2)CC1
  9%, 0.3, -7%, -4%, x, 13%, -9, 0%, -2%
- COc1ccc(CSC2=C(C#N)C(=O)NC3(CCCCC3)S2)cc1
  -11%, -2.6, -11%, -1%, 1%, -8%, u, -9%, -3%
- COc1ccc(CNC(=O)C(=O)NC2CCC(C)CC2)cc1 (stereo not given)
  5%, 0.0, -12%, -1%, -35%, 6%, 2, 4%, 3%
- O=C(O)COCCN1CCN(C(c2ccccc2)c2ccc(Cl)cc2)CC1 (stereo not given)
  -2%, 1.1, -9%, 1%&0%, -7%, 5%, -5, -20%, -6%
- O=C(O)c1cccnc1C(=O)N1CCc2c([nH]c3ccccc23)C1C(F)(F)F (stereo not given)
  -6%, 0.6, -5%, -1%, 10%, 2%, 8, -20%, -12%
- CC1(C)CC(=O)c2ccc(OCc3ccc([N+](=O)[O-])cc3)cc2O1
  3%, 0.7, -8%, -13%, 4%, 7%, -1, -9%, -7%
- O=C(NCc1cccnc1)c1ccc(Br)o1
  -10%, -0.7, -3%, -8%, -3%, -1%, -1, -6%, 9%
- O=C(CCN1C(=O)c2ccccc2C1=O)NCc1ccc(F)cc1
  -12%, 0.4, -1%, 1%, -21%, 9%, 0, -12%, -9%
- Cc1ccccc1Sc1ncnc2onc(C)c12
  -16%, -0.1, -11%, 12%, -3%, 7%, 5, 5%, -18%
- CC1(c2ccccc2)CC(c2ccccc2)=Nc2nonc2N1 (stereo not given)
  8%, -0.5, -2%, -14%, -6%, -8%, 0, -3%, -2%
- CC1CN(C(=O)c2cc(S(=O)(=O)N3CCN(c4ccccc4)CC3)ccc2Cl)CC(C)O1 (stereo not given)
  -32%[inhibitor], -6.1, -1%, 4%, 28%, -3%, 7, -2%, 3%
- CCOc1ccc(NC(=O)COC(=O)C23CC4CC(CC(C4)C2)C3)c([N+](=O)[O-])c1
  1%, 1.4, -5%, 4%, x, -2%, -2, -8%, -3%
- FC(F)Sc1ccc(NC(=S)NC2CCC(NC(=S)Nc3ccc(SC(F)F)cc3)CC2)cc1 (stereo not given)
  -1%, -1.6, -1%, 0%, 21%, 5%, -8, -3%, 3%
- CCc1cccc(C)c1NC(=O)C(c1ccc(O)cc1)N1CCC1=O (stereo not given)
  6%, 1.0, -5%, -8%, 3%, 1%, -6, 13%, -3%
- CC(C)NCC(O)COCc1ccc(Cl)cc1 (stereo not given)
  12%, -1.8, -4%, 2%, 4%, -1%, x, 2%, 12%
- Cc1nc(-c2ccc(O)c(O)c2)cs1
  -4%, -0.4, u, 14%, x, -5%, -7, -16%, 9%
- Cc1ccsc1C(=O)N1CCN(c2ccccn2)CC1
  -10%, 0.7, 0%, -5%, -15%, 1%, 4, 3%, 6%
- CC1(C)CC(NC(=O)C23CCC(C)(C2Br)C3(C)C)CC(C)(C)N1 (stereo not given)
  -1%, 3.2, -8%, 0%, 10%, -7%, 11, -20%, 22%
- CCCc1cc(Nc2ccccc2)n2ncnc2n1
  -9%, -0.1, 5%, 14%, 18%, 5%, 1, 9%, 1%
- O=C(Nc1c(F)cc(F)cc1Br)c1cc(-c2ccc(O)cc2)on1
  -47%[inhibitor], -2.6, 5%, -20%, -7%, -1%, 5, -9%, 15%
- Cc1ccc(S(=O)(=O)Nc2nc(CN3CCOCC3)nc3sc(C(=O)O)c(C)c23)cc1
  4%, -0.5, -15%, -8%, 6%, -1%, -20, -5%[11.6 µM], 5%
- Cc1cccnc1NC(=O)CSc1nnc(CNC(=O)c2cccc([N+](=O)[O-])c2)n1C
  2%, -2.9, -1%, 6%, x, -5%, -4, 0%, 3%
- O=C(/C(=C(\[O-])c1ccccc1)[n+]1ccc2ccccc2c1)c1ccc(Cl)cc1
  -17%, -1.4, -19%, -3%, 29%, -8%, -5, 4%, -8%
- COc1cccc(C(=O)OC2CCN(C)CC2)c1
  -19%, 0.4, -16%, -1%, -10%, -1%, -5, 10%, 9%
- COCCN(C(=O)COC(=O)c1ccc(Cl)nc1)c1c(N)n(Cc2ccccc2)c(=O)[nH]c1=O
  5%, -0.9, 2%, 5%, -4%, -4%, 1, 1%, 6%
- O=C(N/N=C/c1ccc(-c2cccc(C(F)(F)F)c2)o1)c1ccccc1O
  -16%, -1.1, -12%, -18%, 5%, -4%, -8, -8%, -1%
- O=C(NCc1ccccn1)c1ccccc1OCc1ccc(Cl)cc1Cl
  -11%, -0.7, -11%, -18%, 15%, 2%, 23, -4%, -2%
- COc1cc(OC)cc(C(=O)OCC(=O)NCc2ccc3c(c2)OCO3)c1
  7%, -0.8, -17%, -9%, 12%, 0%, 2, 0%, -10%
- CC1=C/C(=N\NC(=S)Nc2cccnc2)CC(C)(C)C1
  3%, -1.0, -18%, -19%, 13%, 8%, -12, -11%, 2%
- COc1cccc(C(NC(C)=O)c2nc(-c3cccc(C(F)(F)F)c3)cs2)c1 (stereo not given)
  -11%, 0.3, -4%, -1%, -7%, -4%, 2, -5%, -23%
- O=S(=O)(c1ccc(Cl)cc1)n1c(Cc2ccccc2)nc2ccccc21
  -5%, -1.0, -14%, 1%, x, -1%, 0, 8%, 2%
- CCOC(=O)c1c(C)[nH]c(C)c1C(=O)CN1C(=O)NC2(CCCCCC2)C1=O
  4%, -0.1, -6%, 3%, 9%, 6%, 8, 4%, 3%
- COc1cccc(NC(=O)CN(C)C(=O)c2cc(-c3ccc(F)cc3)nc3ccccc23)c1
  6%, -4.7, 0%, -27%, 30%, 22%, 18, -2%, -4%
- O=C(O)COc1ccc(NC(=O)C(c2ccccc2)c2ccccc2)cc1
  -18%, 0.4, -13%, -17%, -3%, 4%, 2, 1%, -3%
- Cc1csc(N(C(=O)c2cccc(S(=O)(=O)N(C)C)c2)c2ccccc2)n1
  -22%, -0.5, -12%, 1%, u, 6%, x, -4%, -6%
- COC(=O)[C@@H]1ON2OCC(C)=C3CCCC[C@@]32[C@H]1C(=O)OC
  -4%, -0.6, -2%, 3%, -11%, 13%, -8, 2%, -5%
- COC(=O)c1ccc(/C=C2\SC(=S)N(CCCC(=O)NCCCN3CCOCC3)C2=O)cc1
  -4%, -0.5, -5%, 11%, 2%, -10%, 7, -14%, 11%

Records above printed as active in PI5P4K alpha inh:
structure	IL-2 act	PLK1 PBD inh	FUS suppressor	PI5P4K alpha inh	WRN inhibitor	EPAC1 antag
Cc1cc(NC(=O)CSCC(=O)OCC(=O)c2cccc(Br)c2)no1	0.3	-23%	20%	-62*	-19%	u

Bioassay records as filed in PubChem BioAssay.
